S1P3 antagonist: antagonists of human S1P3 receptor. CHO S1P3 NFAT-BLA reporter, FRET fluorescence, antagonist mode. inhibition, % at 4.98 µM. 0.27% of 170,000 active. AID 485;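 active = inhibition above the plate cutoff, the mean inhibition of test wells on that plate plus 3 SD, cut at about 28% in these data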;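 also: cells challenged with S1P at its EC80 of 0.8 µM; blue over green emission ratio from cleaved BLA substrate after 4 h stimulation; 0% = S1P-stimulated wells and 100% = unstimulated DMSO-only wells; some compounds past the cut are filed as inactive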
ROMK mod: modulators of human ROMK potassium channel | AID 1918 | 2% of 130,000 active | Tet-inducible ROMK, thallium flux fluorescence; actives lie on both sides | P48048 | B-score at 10 µM;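 active = signal ratio slope over the read window, or its plate-corrected B-score, at least 3 SD from the plate mean, either direction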;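 also: B-score of the F/F0 ratio slope over 7 to 12 s after thallium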
Target sequence (P48048 whole entry, looked up): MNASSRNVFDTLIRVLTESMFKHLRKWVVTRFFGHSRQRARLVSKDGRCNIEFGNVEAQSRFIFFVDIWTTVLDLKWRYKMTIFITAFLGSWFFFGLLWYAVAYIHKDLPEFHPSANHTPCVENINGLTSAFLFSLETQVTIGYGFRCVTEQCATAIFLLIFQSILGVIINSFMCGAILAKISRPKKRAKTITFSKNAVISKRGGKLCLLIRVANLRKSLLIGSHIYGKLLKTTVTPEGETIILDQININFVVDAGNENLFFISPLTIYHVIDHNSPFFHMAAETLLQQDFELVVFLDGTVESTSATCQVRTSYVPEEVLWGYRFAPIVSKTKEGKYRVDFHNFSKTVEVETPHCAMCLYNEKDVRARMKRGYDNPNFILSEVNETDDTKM
PPARg SRC-2 ag: PPARgamma-driven SRC-2 recruitment agonism; P37231; PPARgamma LBD-SRC-2 recruitment, biochemical; activation, % at 8 µM; 0.34% of 200,000 active; AID 1032; in the data active = activation above about 22%;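 also: 0% = vehicle and 100% = reference agonist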
Target sequence (P37231 whole entry, looked up, the tested form may be a part): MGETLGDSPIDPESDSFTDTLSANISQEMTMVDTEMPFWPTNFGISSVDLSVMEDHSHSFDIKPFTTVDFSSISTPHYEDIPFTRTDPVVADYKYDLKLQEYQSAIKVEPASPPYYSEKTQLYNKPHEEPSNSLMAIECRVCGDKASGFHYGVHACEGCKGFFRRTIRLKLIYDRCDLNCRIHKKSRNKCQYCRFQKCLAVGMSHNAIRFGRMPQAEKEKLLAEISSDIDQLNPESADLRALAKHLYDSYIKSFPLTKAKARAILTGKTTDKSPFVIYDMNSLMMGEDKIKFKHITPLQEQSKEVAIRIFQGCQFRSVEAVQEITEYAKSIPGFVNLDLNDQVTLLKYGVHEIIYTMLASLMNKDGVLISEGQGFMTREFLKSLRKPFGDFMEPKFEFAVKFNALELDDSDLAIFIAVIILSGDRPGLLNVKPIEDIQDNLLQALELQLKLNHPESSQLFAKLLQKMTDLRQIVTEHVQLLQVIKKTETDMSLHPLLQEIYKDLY
TR-FRET SRC-2 ct: TR-FRET artefact, counter-screen to PPARgamma/SRC-2 agonist assay. stronger effect = higher value. TR-FRET ratio at 8 µM. 0.4% of 200,000 active; in the data active = TR-FRET ratio above about 2000; also: inactives centre near 1500
PPARg SRC1 recr: PPARgamma-driven SRC-1 recruitment agonism. activation, % at 8 µM. 0.41% of 200,000 active. PPARgamma-SRC-1 coactivator recruitment biochemical assay; in the data active = activation above about 19%;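 also: 0% = DMSO and 100% = reference agonist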
Diaph inh CS: inhibits diaphorase or chemically oxidizes, flagging diaphorase assay artifacts | diaphorase resazurin-to-resorufin fluorescence, NADH, 16 min; bacterial (C. kluyveri) enzyme, not human | inhibition, % at 20 µM | 0.69% of 190,000 active;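 active = primary screen inhibition at 20 µM above a set limit, cut at about 50% in these data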;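 also: plate controls were DMSO with full reaction for no effect and wells lacking NADH for full effect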
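Benchmarks: positive control wells lacking NADH, neutral wells with DMSO only. System: bacterial diaphorase enzyme (C. kluyveri). Input: 0.14 U/mL diaphorase, enzyme working solution. Detection: resorufin fluorescence, excitation 544 nm, emission 590 nm. Times: 16-min room-temperature incubation before reading.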
Diaphorase act: counter-screen for diaphorase-based assays: diaphorase activators and chemical reducers | activation factor at 20 µM | 0.005% of 190,000 active | Diaphorase/resazurin coupled assay, resorufin fluorescence, 16 min; stronger effect = higher value; 1 = vehicle wells, 0 = NADH-free wells;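 active = diaphorase activity raised at least twofold by the compound at 20 µM; inactive = activation factor below 2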
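test system = bacterial diaphorase enzyme (C. kluyveri) | quantity = enzyme 0.07 U/mL final | reagent = NADH substrate 0.114 mM plus resazurin dye 0.1 mM, final | incubation = 16 min enzyme reaction, ambient temperature | buffer or medium = HEPES pH 7.4 buffer with MgCl2 and Tween 20 | signal = fluorescence of resorufin, 544 nm excitation, 590 nm emission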
PPARg SRC-3 ag: PPARgamma-driven SRC-3 recruitment agonism; AID 731; biochemical PPARgamma/SRC-3 coactivator recruitment assay; 0.26% of 200,000 active; P37231; activation, % at 8 µM; in the data active = activation above about 23%;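 also: 0% = DMSO and 100% = reference agonist; some compounds past the cut are filed as inactive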
G6PDH counter: inhibits Leuconostoc G6PDH, flagging false hits in G6PDH-based assays; AID 1020; 0.12% of 200,000 active; Purified L. mesenteroides G6PDH, diaphorase/resazurin coupled fluorescence, 45 min; inhibition, % at 5 µM; in the data active = inhibition above about 50%
PMI act hi M6P: increases human PMI activity with near-saturating mannose 6-phosphate; P34949; coupled PMI enzyme assay, resazurin fluorescence, 20 min; stronger effect = higher value; 1 = untreated enzyme, 0 = substrate-free blank; activation factor at 20 µM; 0.34% of 190,000 active; AID 1216;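 active = activation factor of 2 or more at 20 µM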
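test system = human PMI in coupled enzyme assay | medium = HEPES-buffered pH 7.4 with magnesium and detergent | also added = 1.0 mM mannose-6-phosphate substrate with 0.22 mM NADP+ | compound = 20 µM single dose | times = 20 min incubation at room temperature | measured by = resorufin fluorescence (Ex 544/Em 590 nm) from resazurin via diaphorase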
PMI act: increases human mannose-6-phosphate isomerase activity | 0.005% of 190,000 active | P34949 | activation factor at 20 µM | AID 1214 | purified human PMI, coupled resazurin fluorescence, 20 min; stronger effect = higher value; 1 = vehicle control, 0 substrate-free wells;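 active = activation factor of 2 or more at 20 µM, relative to plate controls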
* hit, by the source's call; . = no result given; & = joins results of further samples.

SMILES	S1P3 antagonist	ROMK mod	PPARg SRC-2 ag	TR-FRET SRC-2 ct	PPARg SRC1 recr	Diaph inh CS	Diaphorase act	PPARg SRC-3 ag	G6PDH counter	PMI act hi M6P	PMI act
Cc1ccc(N2C(=O)CSC2=S)cc1C	-9.8	-1.17	9.6	1557	2.7	15.4	0.8	4.0	3.1	0.9	0.9
COc1ccc(N2CCN(S(=O)(=O)c3ccc4c(c3)CCCC4)CC2)c([N+](=O)[O-])c1	.	1.09	14.1	1595	8.4	13.0	0.9	12.7	8.9	1	1
CCN(CC)S(=O)(=O)c1cc(NC(=O)CN2CCN(c3ccccn3)CC2)ccc1C	-9.2	0.452	-6.0	1462	-10.5	2.8	1	-6.4	3.6	1.1	1
CC(=O)Nc1ccc(Nc2ccc(N3C(=O)CCCC3=O)cc2[N+](=O)[O-])cc1	2.9	-0.375	5.2	1737	-0.3	11.7	0.9	-0.7	5.1	0.9	1
CC(=O)Nc1ccc(Nc2c([N+](=O)[O-])cc(S(C)(=O)=O)cc2[N+](=O)[O-])cc1	3.1	.	6.8	1793	5.2	8.9	0.9	4.8	-0.9	1.1	1.1
O=C(NCc1ccccc1)c1ccccc1-c1nc2ccccc2[nH]1	4.7	-0.184	10.4	1675	7.0	6.1	0.9	7.1	7.1	0.9	1
CC(=O)c1ccc(OCc2ccccc2)c(C)c1O	-2.5	-0.0275	10.3	1356	2.2	10.1	0.9	3.1	4.0	1	1
Cc1c(Cl)cccc1NC(=O)c1ccc(OCC(=O)NCc2ccccc2)cc1	-1.2	.	-1.4	1518	0.9	11.8	0.9	3.9	-19.5	1	0.9
CCOC(=O)c1c[nH]c2c(Cl)c(Cl)ccc2c1=O	.	-0.479	5.1	1166	-3.6	18.1	0.8	-6.3	14.6	0.9	0.8
CCOc1ccc(N=Cc2c(C)[nH]n(-c3nc4ccccc4[nH]3)c2=O)cc1	2.0	.	-1.9	1550	4.5	-1.3	1	-1.9	-23.7	0.8	0.9
N#Cc1nc(COc2ccc(-c3ccccc3)cc2)oc1NCc1cccnc1	-7.7	-0.163	8.6	1755	8.5	18.4	0.8	4.8	-42.9	0.8	0.8
COc1ccc(N2CCN(C(=O)COc3ccccc3)CC2)cc1	6.5	-2.17	1.8	1531	0.2	8.4	0.9	6.1	2.1	1	1

3 of the compounds above, with values under each structure:
Below each SMILES – S1P3 antagonist	ROMK mod	PPARg SRC-2 ag	TR-FRET SRC-2 ct	PPARg SRC1 recr	Diaph inh CS	Diaphorase act	PPARg SRC-3 ag	G6PDH counter	PMI act hi M6P	PMI act
O=C(NCc1ccccc1)c1ccccc1-c1nc2ccccc2[nH]1
→ 4.7	-0.184	10.4	1675	7.0	6.1	0.9	7.1	7.1	0.9	1
COc1ccc(N2CCN(S(=O)(=O)c3ccc4c(c3)CCCC4)CC2)c([N+](=O)[O-])c1
→ .	1.09	14.1	1595	8.4	13.0	0.9	12.7	8.9	1	1
CC(=O)Nc1ccc(Nc2c([N+](=O)[O-])cc(S(C)(=O)=O)cc2[N+](=O)[O-])cc1
→ 3.1	.	6.8	1793	5.2	8.9	0.9	4.8	-0.9	1.1	1.1

Following part.
SMILES	S1P3 antagonist	ROMK mod	PPARg SRC-2 ag	TR-FRET SRC-2 ct	PPARg SRC1 recr	Diaph inh CS	Diaphorase act	PPARg SRC-3 ag	G6PDH counter	PMI act hi M6P	PMI act
Cc1ccc(NC(=S)NCCc2ccc(F)cc2)c(C)c1	13.3	.	2.8	1432	4.4	7.9	0.9	-2.8	2.2	1	0.9
COc1ccc(/C=N/NC(=O)c2ccco2)cc1Cn1nc(C)c([N+](=O)[O-])c1C	13.3	.	-1.9	1564	10.3	16.7	0.8	-0.8	-3.7	1	1
Cc1c(-n2c(SCC(C)C)nc3ccccc3c2=O)c(=O)n(-c2ccccc2)n1C	-14.8	0.472	-0.6	1405	0.6	4.5	1	-0.1	8.7	1	1
COC(=O)c1cc2occc2n1CC(=O)Nc1ccc(OC)c(OC)c1OC	.	0.239	0.1	1254	-0.2	9.9	0.9	-14.3	3.8	1	1
COc1ccc(NC(=S)NCc2ccc3c(c2)OCO3)cc1	7.0	0.391	6.0	1778	10.7	1.1	1	1.9	8.2	1	1
CCOc1ccc(NS(=O)(=O)c2ccc(NC(=S)NC(=O)CC(C)C)cc2)cc1	.	1.11	6.5	1511	7.1	20.4	0.8	7.1	1.9	0.9	0.9
Cc1cc(NC(=O)C2C3C(=O)N(CC4CCCO4)C(C(=O)NC(C)(C)C)C34C=CC2(C)O4)no1 (stereo not given)	-8.8	0.0179	-2.9	1778	5.7	0.3	1	0.9	0.3	1.1	1
CC12CCC(=O)N1C(C(=O)Nc1cccc3ccccc13)CS2 (stereo not given)	-2.5	.	.	.	.	10.2	0.9	.	2.6	1.1	1
COc1nnc(-c2ccc(N3CCCCC3)c(NC(C)=O)c2)c2ccccc12	.	0.526	-0.2	1517	0.7	8.9	0.9	1.7	-1.4	1.1	1
CCOC(=O)C1C(=O)CC(C)(O)C(C(=O)OCC)C1c1ccc(N(CC)CC)cc1 (stereo not given)	.	.	1.7	1558	1.1	-2.1	1	0.8	7.4	0.9	1
C/C(=N\NC(=O)c1cc2c(s1)CCC(C)C2)c1ccncc1 (stereo not given)	3.2	.	-1.6	1575	-6.1	16.3	0.8	-1.1	-5.5	0.8	0.9
COc1ccc(C(=O)N/N=C/c2sc3ccccc3c2O)cc1	-21.5	-4.47*	14.6	1502	7.5	16.3	0.8	1.8	-7.9	0.9	0.9
COc1ccccc1-n1cnc2cc(NCc3cccs3)ccc21	.	.	9.0	1579	0.0	19.8	0.8	8.0	2.4	0.8	0.8
O=C(CSCC(=O)c1ccccc1)Nc1ccccc1Cl	.	.	1.3	1741	3.9	18.4	0.8	5.4	0.0	0.9	0.8
O=C(CSc1ccc2nnc(-c3ccncc3)n2n1)Nc1ccccc1F	-3.9	.	-1.2	1516	-7.6	13.8	0.9	-1.0	1.0	1.1	1
OC[C@@H]1CCCN1Cc1nc(-c2cccs2)no1	-20.7	0.188	7.3	1473	3.3	-9.1	1.1	3.2	15.9	1.1	1.2
Cc1ccc(/C=N/n2nnnc2N)o1	.	-1.52	5.7	1427	-3.6	13.9	0.9	1.8	2.0	1	1
Cc1nn(C)c(C)c1S(=O)(=O)N1CCC(CO)(CC2CCCCO2)CC1 (stereo not given)	-9.5	0.397	1.9	1645	2.9	9.0	0.9	5.1	7.0	1	1
CN1C(=O)N(c2ccccc2)C(Nc2nncs2)C1(C)C (stereo not given)	.	0.195	8.1	1516	-4.9	21.3	0.8	-4.0	-3.0	1	1.1
O=C(COc1cccc2ccccc12)N/N=C/c1ccncc1	1.2	.	-0.6	1556	9.0	12.6	0.9	3.0	-3.8	0.7	1
O=C(Nc1ccccc1-c1nc2ccccc2s1)c1cccnc1Cl	.	.	1.6	1614	6.3	2.8	1	1.3	0.9	1	0.9
O=C(COc1ccc([N+](=O)[O-])cc1)Nc1ccccc1N1CCCC1	13.6	0.435	4.0	1572	-0.2	14.9	0.9	2.8	12.1	0.9	0.9
O=C(NN=C1CCCC1)c1ccccc1OCc1ccc(Cl)cc1	0.5	-0.0167	13.2	1617	12.9	8.2	0.9	2.6	0.2	1.1	1.1
CSc1nc2[nH]ncc2c(=O)n1-c1ccccc1	-4.4	.	0.5	1673	-0.6	11.0	0.9	-1.2	11.2	0.9	0.9
COc1cc(/C=N/NC(=O)CNC(=O)c2ccc3c(c2)OCCO3)ccc1O	.	.	10.9	1617	9.0	10.8	0.9	7.3	-0.6	1	1
Cc1ccc(S(=O)(=O)NC(=O)Nc2cc(C)ccc2F)cc1	-3.4	.	-0.7	1367	3.0	6.6	0.9	-7.2	6.0	1	1
CCCCN(CCCC)S(=O)(=O)c1ccc(NS(=O)(=O)c2ccc(NC(C)=O)cc2)cc1	.	-0.57	7.3	1529	7.1	24.9	0.8	5.7	18.2	0.9	0.8
COc1ccc(NC(=O)c2ccco2)c(NC(=O)Cc2cccs2)c1	4.6	0.119	5.4	1685	-0.6	23.2	0.8	11.4	-6.9	0.9	1
O=C(Nc1ccc(Cc2ccncc2)cc1)c1ccc(S(=O)(=O)N2CCCC2)cc1	-15.1	0.0152	-5.8	1593	-5.0	-8.2	1.1	1.4	-1.2	1.1	1
CCOc1ccc(/C(O)=C2/C(=O)C(=O)N(CC3CCCO3)C2c2cccs2)cc1 (stereo not given)	-5.7	-0.0153	1.3	1495	-1.0	14.8	0.9	-2.9	0.5	1	1.1
c1ccc(C(c2ccccc2)c2noc(CN3CCC(c4ccncc4)CC3)n2)cc1	-12.2	-0.0348	-9.4	1564	-7.2	20.3	0.8	-2.8	10.3	0.9	0.8
COc1ccc(/C=N/Nc2nc(N3CCCC3)nc(N3CCCC3)n2)cc1	-8.0	-2.01	-6.0	1552	-1.0	15.7	0.8	-3.1	0.1	1	1.1
CNC(=O)c1nn(-c2ccc(Cl)cc2)ccc1=O	.	.	0.1	1679	-0.3	12.7	0.9	8.1	2.9	0.9	0.9
COc1ccc(N2CCN(C3CC(=O)N(Cc4ccccc4)C3=O)CC2)cc1 (stereo not given)	-0.2	0.02	5.7	1617	2.0	20.1	0.8	4.6	3.0	0.8	0.9
Cc1nc(-c2ccccc2)cc(N2CCCC2)n1	2.0	0.106	7.5	1649	3.3	14.1	0.9	24.2	-0.7	0.8	0.9
O=[N+]([O-])c1ccc(N/N=C/c2ccc(O)c(O)c2O)c(S(=O)(=O)N2CCOCC2)c1	12.1	1.01	9.4	1540	8.9	88.0*	0.1	2.1	24.5	0.2	0.2
CCOC(=O)c1cnc(-n2nc(C)cc2C)nc1N(CC)CC	2.8	-0.0864	11.8	1659	2.1	9.5	0.9	6.6	7.4	0.8	0.8
COc1ccc(-n2cc(C(=O)c3ccc4ccccc4c3O)cn2)cc1	-2.8	-0.00287	7.8	1496	2.4	1.8	1	1.1	2.1	0.8	1.2
Cn1c(=O)c2c(ncn2CC(COCc2ccccc2Cl)OCc2ccccc2Cl)n(C)c1=O (stereo not given)	.	.	5.4	1682	11.6	1.3	1	19.6	-4.6	1	1
CN(C)CCOC(=O)C1(c2ccccc2)CCOCC1	-6.5	0.0193	7.7&-3.4	1704&1561	16.2&7.2	6.8&10.5	0.9&0.9	17.4&-4.0	1.6&12.7	1&0.9	1&1
N#Cc1ccc(/C=C/C(=O)c2cccnc2)cc1	-4.6	-3.33*	-8.2	1638	-1.3	5.1	0.9	-2.1	2.5	1	1.1
CCC(CC)c1nnc(NC(=O)C2=NNC(=O)CC2)s1	-11.4	0.782	6.5	1622	3.0	-4.3	1	-0.7	-4.1	1	1
CC(=O)Nc1ccc(OS(=O)(=O)c2ccc([N+](=O)[O-])cc2)cc1	-15.3	.	-5.3	1646	-3.3	8.3	0.9	1.0	13.8	0.9	1
